BAZ2B inh: qHTS Assay for Inhibitors of BAZ2B; 4.4% of 360,000 active; Bromodomain adjacent to zinc finger domain protein 2B (Homo sapiens), Q9UIF8; AlphaScreen BAZ2B-H3K14Ac peptide displacement; Potency, µM (series often up to 114 µM), inactives show at the highest dose activity change, negative = inhibition, hits mostly inhibitors; further: potency means the concentration at half of the fitted maximal effect; on the % scale 0 is the no-effect control and ±100 the full control effect; nearly all actives have a fitted effect of over 60% in size
Target sequence (Q9UIF8 whole entry, looked up, the tested form may be a part): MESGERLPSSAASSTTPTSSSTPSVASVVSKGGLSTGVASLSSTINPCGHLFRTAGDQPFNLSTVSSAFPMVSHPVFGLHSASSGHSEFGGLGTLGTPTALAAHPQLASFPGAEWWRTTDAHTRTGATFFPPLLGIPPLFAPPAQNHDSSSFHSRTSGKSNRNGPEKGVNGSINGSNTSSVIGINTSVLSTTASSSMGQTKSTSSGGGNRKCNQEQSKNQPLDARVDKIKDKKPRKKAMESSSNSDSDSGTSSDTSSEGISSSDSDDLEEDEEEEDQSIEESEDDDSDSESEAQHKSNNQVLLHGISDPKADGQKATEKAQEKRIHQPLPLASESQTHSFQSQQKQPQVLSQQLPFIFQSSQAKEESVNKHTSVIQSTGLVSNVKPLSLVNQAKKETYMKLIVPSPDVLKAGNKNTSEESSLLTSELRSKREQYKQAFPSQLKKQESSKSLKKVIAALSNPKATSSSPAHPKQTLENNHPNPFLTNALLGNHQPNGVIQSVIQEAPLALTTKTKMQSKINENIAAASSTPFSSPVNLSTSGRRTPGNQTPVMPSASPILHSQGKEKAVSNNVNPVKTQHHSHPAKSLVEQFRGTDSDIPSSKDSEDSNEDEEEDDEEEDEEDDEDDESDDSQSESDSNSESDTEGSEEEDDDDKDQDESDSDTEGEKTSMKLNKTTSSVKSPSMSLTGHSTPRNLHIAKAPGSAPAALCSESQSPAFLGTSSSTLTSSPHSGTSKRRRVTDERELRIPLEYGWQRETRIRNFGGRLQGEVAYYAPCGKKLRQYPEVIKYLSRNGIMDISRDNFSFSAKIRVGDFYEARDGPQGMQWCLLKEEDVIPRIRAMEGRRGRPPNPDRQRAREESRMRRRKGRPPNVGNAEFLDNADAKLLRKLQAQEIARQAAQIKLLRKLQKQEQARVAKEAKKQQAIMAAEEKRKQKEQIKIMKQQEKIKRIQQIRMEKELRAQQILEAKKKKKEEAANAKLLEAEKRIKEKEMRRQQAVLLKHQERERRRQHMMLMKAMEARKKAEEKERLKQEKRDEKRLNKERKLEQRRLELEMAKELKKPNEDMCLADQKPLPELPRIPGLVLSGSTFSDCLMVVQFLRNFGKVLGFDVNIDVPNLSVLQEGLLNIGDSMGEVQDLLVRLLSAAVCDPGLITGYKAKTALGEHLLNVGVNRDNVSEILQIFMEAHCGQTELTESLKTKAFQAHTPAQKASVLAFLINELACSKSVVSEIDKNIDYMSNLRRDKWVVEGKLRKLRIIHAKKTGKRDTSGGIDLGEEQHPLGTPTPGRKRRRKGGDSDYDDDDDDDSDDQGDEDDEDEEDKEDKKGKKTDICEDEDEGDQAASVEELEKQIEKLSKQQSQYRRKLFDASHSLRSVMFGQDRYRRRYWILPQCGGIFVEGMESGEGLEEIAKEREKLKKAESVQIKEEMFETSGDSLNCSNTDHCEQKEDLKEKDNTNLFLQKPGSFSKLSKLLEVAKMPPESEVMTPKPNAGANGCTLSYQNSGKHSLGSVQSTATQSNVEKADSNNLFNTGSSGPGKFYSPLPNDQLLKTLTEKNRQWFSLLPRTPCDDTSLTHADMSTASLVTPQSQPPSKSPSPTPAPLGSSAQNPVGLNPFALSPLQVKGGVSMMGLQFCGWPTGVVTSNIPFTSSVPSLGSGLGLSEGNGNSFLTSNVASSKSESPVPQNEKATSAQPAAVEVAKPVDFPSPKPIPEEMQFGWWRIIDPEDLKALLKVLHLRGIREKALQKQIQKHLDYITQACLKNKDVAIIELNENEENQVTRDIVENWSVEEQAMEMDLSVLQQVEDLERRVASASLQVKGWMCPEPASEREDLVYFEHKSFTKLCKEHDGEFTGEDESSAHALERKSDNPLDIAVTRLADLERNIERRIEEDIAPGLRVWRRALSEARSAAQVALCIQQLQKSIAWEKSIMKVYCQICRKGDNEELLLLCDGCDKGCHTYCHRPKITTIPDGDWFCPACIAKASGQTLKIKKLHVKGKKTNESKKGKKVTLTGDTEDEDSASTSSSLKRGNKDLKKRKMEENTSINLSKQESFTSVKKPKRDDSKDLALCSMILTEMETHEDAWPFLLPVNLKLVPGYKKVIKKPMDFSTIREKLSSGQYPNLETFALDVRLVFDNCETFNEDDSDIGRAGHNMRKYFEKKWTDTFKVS
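Inhibition is scored as reduced AlphaScreen emission. The BAZ2B/b-H3(5-23)K14Ac complex (50 nM each) in PBS pH 7.4, 0.01% Tween-20 meets compound (up to 110 uM) for 30 min at RT before bead addition.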
G9a inh: qHTS Assay for Inhibitors of Histone Lysine Methyltransferase G9a; 8.8% of 350,000 active; Potency, µM (doses to about 102 µM), without a hit: at the highest dose activity, negative = inhibition, most hits filed as inhibitors; G9a H3K9 monomethylation, AlphaScreen, 2 h; further: potency means the concentration at half of the fitted maximal effect; on the % scale 0 is the no-effect control and ±100 the full control effect; nearly all actives have a fitted effect of over 75% in size
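Step 1: enzyme (final 20 nM) with compound, 15 min RT. Step 2: substrate peptide 500 nM and SAM 20 uM, 2 h RT. Step 3: anti-H3K9me1 antibody and AlphaScreen beads, 10 min, then plate read.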
PI4K2A block: qHTS for small molecular inhibitors of PI4K2A; Phosphatidylinositol 4-kinase type 2-alpha (Homo sapiens), Q9BTU6; purified PI4K2A, ADP-Glo luminescence, 1 h; active compounds read low; activity change, negative = inhibition, % at 76.9 µM; 0.13% of 420,000 active; AID 1346378, 2018; in the data active means activity change below about -50%; inconclusive means mostly about -30% to -49%;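 further: -100% = wells without enzyme as full effect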
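ADP-Glo luminescence measured ADP generated by PI4K2A enzyme (4 ug/mL before mixing) with 1.2 mM PI substrate (pre-mix) and 300 microM ATP (pre-mix). Tris pH7.5 buffer with MgCl2, Triton X-100; 1 h reaction at ambient temperature.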
GLS inh: qHTS for Inhibitors of Glutaminase (GLS). 0.21% of 410,000 active. Potency, µM (highest dose often 45.5 µM), inactives show at the highest dose activity change, negative = inhibition, actives largely listed as inhibitors. Glutaminase kidney isoform, mitochondrial (Homo sapiens), O94925. GLS enzymatic activity, qHTS titration; further: potency means the concentration at half of the fitted maximal effect; on the % scale 0 is the no-effect control and ±100 the full control effect
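Coupled fluorescence readout: glutamate oxidase/HRP/Amplex Red detect glutamate formed by hKGA from L-glutamine (1 mM solution added). Buffer 45 mM KH2PO4 pH 8.2, 0.02% Tween-20; reads at t0 and 30 min RT.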
JMJD2A Tudor inh: qHTS Assay for Inhibitors of JMJD2A-Tudor Domain | Lysine-specific demethylase 4A (Homo sapiens), O75164 | Potency, µM (highest dose often 114 µM), for inactives: at the top dose activity change, negative = inhibition, actives largely listed as inhibitors | 4.4% of 390,000 active | AlphaScreen JMJD2A-Tudor / H3K4me3 peptide binding; further: potency means the concentration at half of the fitted maximal effect; on the % scale 0 is the no-effect control and ±100 the full control effect; nearly all actives have a fitted effect of over 50% in size
POLH inh: qHTS for Inhibitors of Polymerase Eta | DNA polymerase eta (Homo sapiens), Q9Y253 | recombinant Pol eta, fluorescent DNA replication assay | Potency, µM (doses to about 114 µM), for the others: at the top dose activity change, negative = inhibition, actives largely listed as inhibitors | 1.2% of 390,000 active; further: potency means the concentration at half of the fitted maximal effect; on the % scale 0 is the no-effect control and ±100 the full control effect
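Pol eta at 10 nM preincubated with compounds 15 min at room temperature; reaction started with fluorescent substrate (50 nM final) and read kinetically at 0 and 10 min.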
Pin1 inhibitor: qHTS Assay to Find Inhibitors of Pin1 | Pin1 FP peptide displacement, HiFluor488, 10 min | Potency, µM (doses to about 115 µM), inactives show at the highest dose activity, negative = inhibition, most hits filed as inhibitors | AID 504891, 2011 | 0.009% of 390,000 active | Peptidyl-prolyl cis-trans isomerase NIMA-interacting 1 (Homo sapiens), Q13526; active means well fitted inhibition curve with a large enough effect in the polarisation, with a control signal flat, not every such curve was filed as active; inconclusive means small, poorly fitted or top-dose-only effect, or effect the other way, or a change in a side signal; inactive means no such curve, though single readings can be large or run the other way; the % refers to the polarisation; further: potency means the concentration at half of the fitted maximal effect; on the % scale 0 is the no-effect control and ±100 the full control effect
HP1b binding inh: HTS for Inhibitors of HP1-beta Chromodomain Interactions with Methylated Histone Tails | AlphaScreen HP1-beta / biotin-H3K9me3 peptide binding | Potency, µM (series often up to 114 µM), inactives show top-dose activity change, negative = inhibition, usual class: inhibitors | 0.56% of 390,000 active | AID 540317, 2011; further: potency means the concentration at half of the fitted maximal effect; nearly all actives have a fitted effect of over 70% in size; inactives centre near 23
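AlphaScreen: HP1-beta (50 nM) preformed 30 min with biotin-H3(1-18)K9me3 peptide (50 nM) in PBS pH 7.4, 0.01% Tween-20. Compound added for 30 min at RT, then streptavidin donor/nickel chelate acceptor beads (10 ug/mL) for 30 min.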
Tb PGK inh: qHTS Assay to Find Inhibitors of Phosphoglycerate Kinase; Phosphoglycerate kinase, glycosomal (Trypanosoma brucei brucei), P07378; PGK/GAPDH coupled, Kinase-Glo luminescence, 60 min; Potency, µM (highest dose often 57.5 µM), without a hit: top-dose activity change, negative = inhibition, most hits filed as inhibitors; 0.043% of 380,000 active; AID 602233, 2012; further: potency means the concentration at half of the fitted maximal effect; on the % scale 0 is the no-effect control and ±100 the full control effect; nearly all actives have a fitted effect of over 60% in size
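Luminescent ATP detection (Kinase-Glo Plus) follows a 60-minute room-temperature incubation, with wells lacking PGK as controls. Buffer: 100 mM TEA (pH 7.6), 5 mM MgCl2, 0.01% Tween-20. Coupling enzyme GAPDH (100 nM final) supplies unstable 1,3-BPG in-well.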
* hit, by the source's call; i = inactive; ? = inconclusive; nt = no result given; & = joins results of further samples; [ ] = remark or other dose. Unless noted, the call rests on the fitted dose curve; in most records, active means well fitted curve in the direction sought with a large enough effect; inconclusive means small, poorly fitted or top-dose-only effect, or another doubt; inactive means no such curve, though single readings can be large; an effect the other way counts as inactive or inconclusive. This is a subset; rates above refer to the full screens.

SMILES | BAZ2B inh | G9a inh | PI4K2A block | GLS inh | JMJD2A Tudor inh | POLH inh | Pin1 inhibitor | HP1b binding inh | Tb PGK inh
O=C(Nc1ccc2c(c1)OCO2)C1CCCCC1 | -17.3% | ? | 5.3 | -9.0% | 10.6% | -7.8% | 0.2% | 27.0% | -0.3%
CCc1ccc(-c2cc3c(N4CCN(c5ccccc5)CC4)nccn3n2)cc1 | ? | ? | -5.5 | 1.8% | ? | -15.9% | 40.5%[activator] | -5.7% | 3.5%
CC1CCc2cc(F)ccc2N1C(=O)CCl (stereo not given) | 0.4% | 5.6% | 2.6 | 6.5% | -12.8% | -12.4% | -4.2% | 25.9% | -1.5%
O=C1CCC2CN3CCc4c([nH]c5ccccc45)C3CC2C1 (stereo not given) | nt | nt | -2.2 | -15.8% | nt | -2.5% | nt | nt | -5.7%
O=[N+]([O-])c1ccc(N2CCOCC2)cc1O | -22.1% | 3.8% | 7.4 | -4.6% | -22.1% | -10.6% | -4.0% | 44.7%[activator] | i
Cc1cc(NCc2ccco2)nc(N2CCC(C(=O)NC3CCCCC3)CC2)n1 | -1.6% | -7.6% | 1.7 | 3.4% | -33.8% | -20.5% | -0.7% | -13.4% | i
CC(C)CC(NC(=O)OC(C)(C)C)c1cn([C@@H](Cc2cc3ccccc3[nH]2)C(=O)N2CCN(C(=O)OC(C)(C)C)CC2)nn1 (stereo not given in full) | -22.5% | 1.1%[12.7 µM] | -0.4 | 0.6% | -21.1% | -6.3% | 8.2% | 28.2% | -3.8%
CC1(C)CC(c2nc(-c3ccc(Cl)cc3)cs2)CCS1 (stereo not given) | 60.7%[activator] | 49.8%[59 µM] | 1.3 | 3.7% | 84.8%[activator] | -8.5% | 2.9% | 125.3%[activator] | -1.2%
COc1ccc(NC(=O)NCCCN2CCCCC2C)cc1 (stereo not given) | -2.3% | 12.6%[59 µM] | -1.5 | 18.3% | -4.7% | -13.8% | 5.4% | 16.5% | 4.0%
CN(Cc1ccccc1)C(=O)COC(=O)c1cc(NS(=O)(=O)c2cccs2)ccc1O | nt | -5.7% | 2.4 | 33.9%[activator] | -29.9% | -14.5% | 8.7% | 11.6% | -1.1%
COc1ccc(Cn2ccc3nc(C)c(C(=O)Nc4ccc(OC)cc4)cc3c2=O)cc1 | 4.2% | -4.1%[59 µM] | -0.3 | -6.6% | -4.7% | -12.8% | 14.0% | 72.3% | -7.6%
Cc1ccc(CN2CCc3nc(N4CCN(C)CC4)ncc3C2)cc1 | ? | ? | -3.8 | 21.7% | ? | -6.3% | 3.7% | 11.7% | 9.0%
COC(=O)c1c(-c2snnc2C)n[nH]c1C | -2.3% | -1.3%[59 µM] | -0.4 | -7.0% | ? | -24.8% | -2.2% | 28.9% | -4.3%
CC(C)NCC(O)COc1ccc(COCCOC(C)C)cc1 (stereo not given) | nt | -2.6%[59 µM] | 4.5&1.1&1.6 | -0.5%&-7.0%&7.6% | -18.7% | -15.9% | 1.6% | 20.9% | -3.5%
Cc1ccc2c(c1)N(CC(=O)Nc1ccccc1F)C(=O)CO2 | 4.1% | nt | 5.2 | 0.1% | -2.7% | -19.9% | 0.4% | 33.4% | 6.6%
O=C(Nc1nc(-c2ccccn2)cs1)c1ccc([N+](=O)[O-])o1 | 20µM* | 6.31µM* | -8.8 | 16.3% | 22.4µM* | 35.5µM* | ? | ? | -0.9%
Cn1cc(SCC(=O)Nc2ccc3c(c2)OCO3)c2ccccc21 | 13.4% | 25.1µM* | -3.4 | 7.8% | -32.4% | -4.8% | 9.3% | 17.2% | -1.7%
Cc1cccc2sc(N(Cc3cccnc3)C(=O)COc3ccccc3)nc12 | -15.3% | -1.5%[59 µM] | -1.8 | -35.7% | -17.5% | -2.4% | 5.3% | 10.4% | -5.1%
CC(NC(=O)C1CCN(C(=O)N2CCOc3ccc(Cl)cc32)CC1)c1ccccc1 (stereo not given) | -37.6% | ? | -2.8 | -1.2% | ? | -11.1% | -0.6% | -32.5% | -1.7%
Cc1ccc2nc(Cl)c(/C=N/n3c(C)nnc3C)cc2c1 | -16.4% | -8.1% | -11.6 | -4.9% | -6.6% | -2.1% | 1.3% | 14.6% | -8.8%
Cc1csc(NC(=O)CSc2ccccc2F)n1 | -2.3% | 0.8% | -3.3 | 0.2% | -15.9% | -3.5% | -2.3% | 25.2% | 2.6%
O=C(Nc1ccc2c(c1)OCO2)c1cccc(S(=O)(=O)N2CCOCC2)c1 | nt | nt | -0.3 | 4.1% | -11.3% | 4.9% | 0.7% | 14.2% | 5.4%
CCC(C)(C)c1ccc(OCCCC[n+]2ccc(C)cc2)c(C(C)(C)CC)c1 | -17.8% | ? | 0.3 | -1.7% | -29.6% | -5.4% | 16.0% | 40.7%[activator] | -2.7%
Cc1cc(Br)c(S(=O)(=O)NCc2ccncc2)cc1C | -1.9% | ? | -2.8 | -4.5% | -2.9% | -9.1% | 2.4% | 19.9% | -2.8%
CCCCN1C(=O)C(CC(=O)NC2CCCC2)CC(C(=O)N(CC)CC)=C1C (stereo not given) | nt | nt | 0.0 | -5.4% | nt | -14.6% | nt | nt | -9.0%
(continued)
SMILES | BAZ2B inh | G9a inh | PI4K2A block | GLS inh | JMJD2A Tudor inh | POLH inh | Pin1 inhibitor | HP1b binding inh | Tb PGK inh
C/C(=N\NC(=O)COc1ccc(C(C)(C)C)cc1)c1ccccc1 | -16.5% | 3.5% | 2.7 | 4.4% | -19.0% | ? | 0.0% | 17.3% | -8.0%
CCS(=O)(=O)N1CCC(C(=O)OCC(=O)c2ccc(Br)cc2)CC1 | nt | nt | 3.4 | 4.0% | -9.3% | -7.2% | -4.2% | 61.2%[activator] | -11.3%
C=CCN1C(=O)/C(=C/N(C)C)S/C1=N\S(=O)(=O)c1cccs1 | nt | nt | -2.9 | -3.7% | nt | -18.9% | nt | nt | 0.5%
CC1CCCN(CCOCCOc2ccc(Br)cc2Cl)C1 (stereo not given) | ? | 10µM* | 2.7 | 4.2% | 2.82µM* | -7.5% | -6.4% | ? | i
CC(C)n1nnnc1SCC(=O)NCc1ccc2c(c1)OCO2 | -4.0% | 9.3% | 5.1 | 22.0% | 8.7% | 10.6% | -3.2% | 23.3% | 1.1%
O=C(N/N=C\c1ccc(S(=O)(=O)O)o1)c1ccc2c(c1)OCO2 | 6.8% | 14.6% | 3.0 | -0.2% | -20.9% | 6.2% | 1.1% | 4.1% | -3.3%
Nc1cc(N)nc(SCC(=O)c2ccc3c(c2)NC(=O)CO3)n1 | -10.3% | 35.5µM* | -1.4 | ? | 11.3% | -14.1% | 0.7% | 6.0% | i
COc1ccccc1Oc1ccc(N/C=C/C(=O)c2ccc(C)o2)cc1 | -19.8% | ? | -3.9 | 6.2% | -13.9% | -11.0% | 29.7% | 22.8% | -5.5%
COc1cc(/C=C2\SC(=S)N(CCC(=O)Nc3ccccc3)C2=O)cc(OC)c1OC | ? | -24.1% | 5.3 | -5.6% | -18.9%[57.1 µM] | -23.2% | ? | 31.5% | 4.2%
Cc1ccc2c(C)c(C(=O)N(C)C(C)c3ccon3)oc2c1C (stereo not given) | 1.1% | 13.1% | 2.4 | 12.0% | -17.3% | -2.8% | ? | 14.3%[57 µM] | -5.4%
O=C(C[n+]1ccccc1)Nc1cc(C(F)(F)F)ccc1Cl | 23.0% | 43.6%[59 µM] | 3.7 | 5.6% | -15.6% | -5.0% | 1.4% | -9.5% | 5.2%
CCCCn1c(SCC(=O)N2CCOCC2)nnc1-c1cccs1 | 0.0%[57.1 µM] | 23.6%[0.501 µM] | -1.5 | -1.1% | -2.2% | -3.2% | 0.6% | 1.9% | -6.5%
CCOc1cc(N2CCOCC2)c(OCC)cc1NC(=O)CN1C(=O)NC2(CCCCC2C)C1=O (stereo not given) | -3.9% | ? | -1.3 | 28.5% | -19.3% | -13.8% | -8.8% | 17.3% | -7.1%
O=C1[C@@H]2Cc3c([nH]c4ccccc34)C(c3cccc(Br)c3)N2C(=O)CN1C1CCN(Cc2ccccc2)CC1 (stereo not given in full) | -32.5% | ? | 8.2 | 1.4% | ? | -17.7% | 17.0% | -28.9% | -14.0%
O=[N+]([O-])c1nn(-c2ccc3c(c2)OCCO3)n(O)c1=Nc1ccccc1 | 39.8µM* | ? | 1.3 | 1.5% | 44.7µM* | -20.6% | 4.2% | -34.1% | -0.9%
CC(Oc1cccc(Cl)c1)C(=O)Nc1ccccc1N1CCCC1 (stereo not given) | -7.5% | 50.1µM* | -4.8 | 13.3% | ? | -12.4% | -0.7% | -4.1% | 0.9%
O=C(CCc1nnc(Cc2cccc(C(F)(F)F)c2)o1)NCC(F)(F)F | -3.8% | -7.5%[12.7 µM] | -14.5 | 4.0% | -12.3% | -13.2% | -0.6% | 6.6% | i
CCOC(=O)c1c(NC(=O)c2cccs2)sc(C(=O)N2CCOCC2)c1C | nt | nt | -2.4 | 8.4% | -3.1% | -4.1% | -1.4% | 8.4% | 8.3%
